PP1 counter: blocks human PP1-alpha phosphatase, a PP5 counter-screen; AID 2235; 0.9% of 320,000 active; inhibition, % at 6.7 µM; P62136; purified PP1alpha, OMFP fluorescence;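 active = inhibition above the mean inhibition of all tested compounds plus 3 SD, computed separately for each screening campaign, cut at about 15% in these data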
procasp3 activ: activates human procaspase-3; activation, % at 8.5 µM; 0.11% of 330,000 active; recombinant procaspase-3 D3A, Ac-DEVD-pNA absorbance 405 nm;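 active = activation above the mean of all tested compounds plus 3 SD, cut at about 21% in these data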;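 note: 0% = DMSO alone and 100% = DMSO wells spiked with extra 5 µM PC-3 D3A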
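Assay system: Autoprocessing-dead procaspase-3 D3A mutant enzyme; also added: Ac-DEVD-pNA; doses: one concentration, 8.5 µM nominal, 0.8% DMSO; times: 1 h compound preincubation, 2 h substrate hydrolysis at 25 °C; technique: 405 nm absorbance of p-nitroaniline, reads at 0 and 120 min; measure: % activation between DMSO and enzyme-spiked controls; repeats: single replicate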
HCV core dimer: blocks dimerization of HCV core protein. inhibition, % at 5 µM. TR-FRET GST/Flag-core106 dimerization, 1536-well. AID 1899. 0.33% of 300,000 active;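 active = inhibition above the mean of all tested compounds plus 3 SD, set per screening campaign, cut at about 45% in these data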
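Assay system: GST-tagged and Flag-tagged HCV core protein residues 1-106 / Times: compound-protein-antibody incubation 4 h at 22.5 °C / Signal: time-resolved FRET, ex 340 nm, em 617 and 671 nm / Evaluation: % inhibition based on acceptor/donor emission ratio / Benchmarks: wells lacking GST-core106 and wells with excess unlabelled core106 / Repeats: singlicate, one well per compound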
PP5 inh: blocks human protein phosphatase 5 activity; purified PP5c, OMFP substrate fluorescence; P53041; inhibition, % at 6.7 µM; 0.18% of 320,000 active;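 active = inhibition above the campaign's mean inhibition across all tested compounds plus 3 SD, cut at about 9.5% in these data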;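 note: 0% = DMSO only and 100% = 100 µM cantharidin control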
GRK2 inh: blocks RNA aptamer binding to human GRK2; bead flow cytometry, FAM-aptamer displacement from GRK2; inhibition of aptamer binding, % at 10 µM; 0.59% of 330,000 active;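 active = inhibition of aptamer binding above 40%, roughly 3 SD of noise, on plates passing a quality check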;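 note: median bead fluorescence of bound FAM aptamer so fluorescent compounds give negative values; no value below 0 was filed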
CTSL1 counter: counter-screen for PFM18AAP inhibitors: inhibitors of F. hepatica cathepsin L1 | inhibition, % at 5.96 µM | recombinant F. hepatica cathepsin L1, Z-Leu-Arg-MCA fluorescence | 0.49% of 300,000 active | AID 1906;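 active = inhibition above the mean of all tested compounds plus 3 SD, set per screening campaign, cut at about 17% in these data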;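 note: 0% = plate median of test compound wells and 100% = 1 µM Z-Phe-Ala-diazomethylketone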
GASC-1 inh: human JMJD2C demethylase inhibition | Q9H3R0 | GST-JMJD2C(1-420) H3K9me3 demethylation, DELFIA europium | inhibition, % at 2.35 µM | 0.069% of 330,000 active;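 active = more than half of a compound's replicate wells show inhibition beyond 50%, single wells judged on their own value; inconclusive = some, but no more than half, of replicates pass 50% inhibition; inactive = no replicate passes 50% inhibition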;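 note: signal counts dimethyl H3K9 product captured on neutravidin plate; 0% = median of DMSO wells and 100% = 0.3 times that DMSO median; strong numbers were not always called active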
VLA-4 inh: inhibition in a human VLA-4 binding assay; P13612; VLA-4 expressing cells, ligand binding flow cytometry; inhibition, % (about 7 µM as worked out from the volumes in the protocol); 0.2% of 330,000 active; in the data active = inhibition above about 50%
Target sequence (P13612 whole entry, looked up): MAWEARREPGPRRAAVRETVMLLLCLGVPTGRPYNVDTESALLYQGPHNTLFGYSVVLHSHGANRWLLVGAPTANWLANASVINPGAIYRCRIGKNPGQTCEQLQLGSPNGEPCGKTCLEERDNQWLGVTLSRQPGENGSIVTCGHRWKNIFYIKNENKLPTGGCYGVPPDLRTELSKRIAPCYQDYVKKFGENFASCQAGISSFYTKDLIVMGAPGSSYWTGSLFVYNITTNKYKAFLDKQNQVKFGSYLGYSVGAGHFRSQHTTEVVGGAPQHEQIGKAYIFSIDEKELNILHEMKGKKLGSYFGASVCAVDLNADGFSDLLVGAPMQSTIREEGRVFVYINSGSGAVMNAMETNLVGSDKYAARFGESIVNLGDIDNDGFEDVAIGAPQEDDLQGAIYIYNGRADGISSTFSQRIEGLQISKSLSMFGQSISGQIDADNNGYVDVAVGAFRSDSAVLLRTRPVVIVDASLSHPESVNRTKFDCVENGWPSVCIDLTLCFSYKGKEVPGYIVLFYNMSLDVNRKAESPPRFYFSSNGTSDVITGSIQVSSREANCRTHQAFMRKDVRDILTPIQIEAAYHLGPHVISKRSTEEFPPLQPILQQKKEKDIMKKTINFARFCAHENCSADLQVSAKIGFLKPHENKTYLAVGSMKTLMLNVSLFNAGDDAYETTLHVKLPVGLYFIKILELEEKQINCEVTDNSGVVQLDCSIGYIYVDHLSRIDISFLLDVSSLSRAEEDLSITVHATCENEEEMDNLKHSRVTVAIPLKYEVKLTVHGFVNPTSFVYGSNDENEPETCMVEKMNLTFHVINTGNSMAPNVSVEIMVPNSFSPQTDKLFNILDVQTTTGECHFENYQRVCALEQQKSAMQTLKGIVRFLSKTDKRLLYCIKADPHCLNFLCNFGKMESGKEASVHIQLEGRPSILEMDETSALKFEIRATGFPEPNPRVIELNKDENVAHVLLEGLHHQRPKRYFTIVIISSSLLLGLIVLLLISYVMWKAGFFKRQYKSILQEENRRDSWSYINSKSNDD
procasp7 counter: counter-screen for procaspase-3 activators: activators of human procaspase-7 | P55210 | 0.093% of 330,000 active | activation, % at 8.5 µM | recombinant procaspase-7, Ac-DEVD-pNA absorbance 405 nm; D23A/D198A/D206A triple mutant, cannot self-cleave; scale: DMSO 0, 5 µM enzyme 100;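 active = percent activation above the screen-wide mean plus 3 SD, cut at about 25% in these data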
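Assay system – Uncleavable procaspase-7 mutant enzyme · Quantity – 2 µM procaspase-7 mutant as dispensed · Times – 1 h preincubation, 2 h reaction · Dosing – single nominal 8.5 µM compound dose, 0.8% DMSO final · Buffer or medium – Zinc-free 50 mM HEPES buffer, pH 7.4, with NaCl and Triton X-100 · Detection – Epi-absorbance of released pNA at 405 nm, two timepoints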
The depositor's hits bear a star; ? = inconclusive; . = not tested or not shown.

SMILES | PP1 counter | procasp3 activ | HCV core dimer | PP5 inh | GRK2 inh | CTSL1 counter | GASC-1 inh | VLA-4 inh | procasp7 counter
COc1ccc(-n2c(C)c(C(C)=O)c(C(C)=O)c2C)cc1 | -3.8 | -2.1 | -13.9 | 1.4 | 3.0 | -2.1 | 7.1 | -2.4 | -0.1
CCn1c(=O)c2c(O)cc(=O)oc2c2ccccc21 | 7.2 | 7.0 | 3.6 | 1.6 | 3.0 | -0.3 | -16.2 | -2.8 | -0.5
O=C(Nc1nnc(S(=O)(=O)N2CCN(c3ccc(F)cc3)CC2)s1)c1ccccc1 | 4.1 | 6.8 | 18.2 | 0.7 | 2.0 | 2.5 | 30.7 | 4.5 | -18.7
Cc1ncccc1C(=O)N1CCCC(C(=O)c2ccc3c4c(cccc24)CC3)C1 (stereo not drawn) | -1.4 | 0.7 | 7.7 | 1.6 | 0.0 | -1.4 | -5.0 | -2.9 | 1.5
COc1ccc(/C=C/C(=O)NC(=S)NNC(=O)c2c(-c3ccccc3)noc2C)cc1 | 17.2* | -2.4 | 11.4 | 4.4 | 0.0 | 0.8 | 2.6 | -1.6 | -8.4
COc1cc(OC)cc(C(=O)Nc2ccc(S(=O)(=O)Nc3cc(C)on3)cc2)c1 | -0.2 | 7.7 | -3.0 | 2.8 | 4.0 | 1.0 | 4.4 | . | 4.0
CC1CC(C)CN(C2CCCCC2NS(=O)(=O)c2ccc(Cl)cc2)C1 (stereo not drawn) | -0.8 | -1.4 | -1.2 | 0.9 | 4.0 | 0.7 | -3.0 | 4.5 | -4.8
COCCn1c(SCC(=O)N(C)c2ccccc2)nc2c([nH]c3ccccc32)c1=O | -6.5 | -4.1 | -4.7 | 2.1 | 0.0 | -3.0 | 8.7 | 7.7 | 3.5
O=C(Nc1ncn[nH]1)c1ccc(S(=O)(=O)N2CCOCC2)cc1 | 2.6 | 6.8 | -3.4 | 1.2 | 0.0 | -2.0 | 34.5 | 3.8 | 8.6
N/C(=N/OC(=O)c1ccccc1Cl)c1ncc([N+](=O)[O-])s1 | -11.1 | 0.6 | -1.7 | 2.1 | 3.0 | -2.6 | -0.5 | -11.2 | -1.1
COc1ccc(C(=O)NCCS(=O)(=O)N2CCc3ccccc3C2)c(OC)c1 | -3.0 | 8.9 | 1.5 | 1.8 | 0.0 | 9.3 | -1.7 | 5.4 | 9.8
Cc1cc(C)n2nc(C(=O)OCC(=O)NCc3ccc(F)cc3)nc2n1 | . | 3.0 | . | . | 0.0 | . | -1.0 | 1.6 | 5.8
O=Cc1c(NCCc2ccc(F)cc2)c2ccccc2[nH]c1=O | 0.8 | 2.6 | -0.3 | 3.5 | 0.0 | -0.8 | 8.6 | 13.7 | 11.3
COC(=O)c1ccc(N2CCC(c3cc(-c4ccc(OC)cc4)n[nH]3)CC2)c([N+](=O)[O-])c1 | -0.8 | 5.3 | 0.2 | 5.4 | 0.0 | 8.1 | -18.3 | 17.8 | -2.4
Cc1ccc(C(=O)Nc2ccc(S(=O)(=O)N3CCN(C)CC3)cc2)o1 | -0.5 | 7.2 | 1.0 | 2.0 | 2.0 | -3.8 | ? | 8.5 | 1.1
C=CCNc1scc(-c2ccccc2)[n+]1CC=C | -6.0 | -0.4 | 1.2 | -1.1 | 0.0 | -3.1 | 1.1 | 17.2 | 4.1
Cc1cnc(=O)[nH]c1SCc1cccc(C(F)(F)F)c1 | -0.5 | -5.0 | -13.5 | 0.9 | 3.0 | 3.8 | -0.6 | -12.0 | 2.2
CC1CCN(c2ccc(N3C(=O)C4CCCCC4C3=O)cc2[N+](=O)[O-])CC1 (stereo not drawn) | 1.3 | 0.2 | 2.7 | 4.6 | 0.0 | 1.9 | -13.5 | 10.8 | 9.7
CCN1C(=O)[C@H]2[C@@H](c3ccc(-c4cccc(Cl)c4)cc3)N3CCCC[C@@]3(C(=O)OC)[C@H]2C1=O | 2.9 | 6.4 | -3.1 | 3.5 | 0.0 | -1.9 | -1.2 | 5.2 | 1.1
O=C(NC1CCCc2ccccc21)C1CCN(S(=O)(=O)c2cccc(C(F)(F)F)c2)CC1 (stereo not drawn) | -4.0 | 0.8 | -1.1 | -2.0 | 0.0 | -1.4 | -0.1 | 9.0 | 5.5
COc1ccc2c(c1)CC/C2=N\OC(=O)c1ccccc1C | 2.1 | 6.6 | 3.0 | 0.8 | 4.0 | 0.7 | 0.0 | 10.9 | 1.9
CCOc1ccc2c(c1)C(C)=CC(C)(C)N2S(=O)(=O)c1ccc(NC(C)=O)cc1 | 3.7 | -5.6 | 5.0 | 5.2 | 0.0 | -1.7 | 7.8 | 16.7 | -7.1
O=C(COC(=O)c1cc(Cl)ccc1Cl)NCCN1C(=O)CSC1=O | -7.4 | -6.8 | -1.4 | -0.2 | 1.0 | 2.8 | -12.2 | 23.7 | -10.0
COc1cccc(/C=C2\SC(=S)N(CCC(=O)N3CCCCC3CCO)C2=O)c1 (stereo not drawn) | 1.9 | -20.1 | 7.2 | 1.1 | 3.0 | -1.3 | 60.6 | 6.8 | -22.7
Cc1ccc(S(=O)(=O)N2CCOCC2)cc1NC(=O)c1cc([N+](=O)[O-])ccc1N1CCOCC1 | -6.9 | -3.4 | 2.9 | -1.2 | 0.0 | -1.2 | 4.0 | 1.5 | 8.1
Cc1[nH]c2ccc(C(=O)NCCCN(C)C3CCCCC3)cc2c1C | -1.6 | 5.6 | -15.2 | -0.1 | 0.0 | 0.5 | 33.9 | 1.1 | -1.6
Cc1nc2cc(-c3cccs3)[nH]n2c(=O)c1C | 2.8 | 6.4 | -2.6 | 1.4 | 3.0 | 1.6 | -6.0 | -9.4 | -5.6
Cc1ccc(C(NC(=O)c2ccccc2)C(Cl)Cl)cc1 (stereo not drawn) | -1.8 | -6.6 | 6.0 | -1.0 | 0.0 | 15.1 | 0.6 | -3.1 | -4.7
C=CCNC(=S)/N=c1/scc(C)n1C | -2.6 | -0.9 | -6.8 | 2.8 | 2.0 | 2.3 | 4.7 | 1.3 | -9.9
O=C(Nc1ccccc1)N1CCCC2CCCCC21 (stereo not drawn) | 3.1 | 4.9 | -3.3 | 1.6 | 5.0 | 4.6 | -14.6 | -9.1 | 5.8
CCOCCCNC(=O)CN1C(=O)CSc2ccc(S(=O)(=O)N3CCOCC3)cc21 | 2.5 | -5.1 | -15.1 | -6.5 | 2.0 | 5.9 | 17.7 | -12.0 | -11.6
COC(=O)CN(c1ccccc1[N+](=O)[O-])S(=O)(=O)c1ccccc1 | -2.3 | 1.1 | -0.5 | 1.6 | 0.0 | -0.9 | -4.7 | 0.4 | 1.3
Nc1nc(-c2ccc3ccccc3c2)cs1 | -0.3 | -6.2 | -4.3 | 2.2 | 4.0 | 1.1 | -3.1 | -1.8 | 0.4
O=C(Nc1ccc(NC(=O)N2CCN(c3ccccc3O)CC2)cc1)N1CCN(c2ccccc2O)CC1 | -2.1 | 0.4 | 16.7 | -1.9 | 0.0 | 2.1 | 2.7 | -0.1 | -5.7
CC1(C)CC(CC(=O)Nc2ccccn2)C(=O)O1 (stereo not drawn) | 2.1 | 2.6 | -6.5 | 2.9 | 2.0 | -0.9 | -1.7 | -8.5 | 0.0
O=c1[nH]c(SCc2ccc(Cl)cc2)nc2ccccc12 | -5.6 | 7.0 | 4.9 | 0.6 | 1.0 | 3.7 | 4.0 | -13.9 | 7.5
O=C(CSc1ccccn1)N1CCN(C(=O)CSc2ccccn2)CC1 | -1.5 | 6.4 | -1.6 | 0.7 | 0.0 | -0.6 | -2.4 | 8.7 | -3.3
O=C(Cn1cc(C(F)(F)F)ccc1=O)NCC1CCCO1 (stereo not drawn) | -2.0 | 7.3 | . | -0.6 | 2.0 | . | -2.6 | 5.2 | 5.5
CC1c2[nH]c3ccccc3c2C[C@H]2C(=O)N(CCCN(C)C)CC(=O)N12 (stereo partly drawn) | -3.7 | 5.6 | 2.6 | 1.5 | 0.0 | -2.4 | -7.6 | 14.3 | 6.5
CC(=O)NNS(=O)(=O)c1ccccc1[N+](=O)[O-] | 0.1 | -1.2 | -4.3 | -0.3 | 0.0 | -1.6 | -2.3 | -4.9 | 3.5
COc1ccc(C(=O)N/C(=C/c2cccnc2)C(=O)N2CCN(C)CC2)cc1OC | -3.7 | -3.6 | -5.3 | -1.5 | 0.0 | 0.7 | 5.4 | -1.3 | 0.5
O=C(/C=C/c1ccccc1)OCC(=O)c1c[nH]c2ccccc12 | . | 0.4 | . | . | 0.0 | . | 7.5 | -1.6 | 15.2
CC(=O)c1ccc(NC(=O)CCC(=O)OCC(F)(F)C(F)F)cc1 | 1.5 | 0.2 | -1.3 | 2.1 | 3.0 | -2.3 | -3.6 | 1.7 | -3.6
O=C(NCCN1CCN(C(=O)c2cccs2)CC1)C(=O)Nc1ccc(Br)cc1 | 2.7 | 5.5 | 1.4 | -7.7 | 3.0 | -6.5 | 7.3 | 3.1 | -11.3
O=C(c1cc(-c2ccncc2)nc2ccccc12)N1CCN(c2ccccn2)CC1 | -0.7 | 7.1 | -2.8 | 1.7 | 4.0 | -2.7 | 4.0 | 7.0 | 10.0
O=C1CC(c2ccco2)Cc2nc(N3CCN(Cc4ccc5c(c4)OCO5)CC3)ncc21 (stereo not drawn) | 1.8 | -7.2 | 10.4 | 1.1 | 1.0 | -1.0 | . | -0.3 | -6.4
COC(=O)c1ccccc1NC(=O)Cn1cc2c(n1)CCC(C)C2 (stereo not drawn) | 5.8 | -4.5 | 8.2 | 0.0 | 0.0 | 1.6 | 5.8 | -10.3 | 8.8
CCOc1ccc(OCC(=O)NCCc2nc3ccccc3[nH]2)cc1 | -1.0 | 8.0 | 5.2 | 1.1 | 0.0 | 1.4 | 9.7 | 7.6 | -6.7
Cc1ccc(C(=O)C(C)OC(=O)c2ccc(Cl)nc2)cc1 (stereo not drawn) | -3.4 | -7.5 | -0.5 | -0.3 | 0.0 | -11.2 | 1.0 | 7.0 | -3.4

3 entries out of the list above, ordered by the value under procasp3 activ, high to low:
| canonical_smiles | procasp3 activ |
| --- | --- |
| CC(=O)c1ccc(NC(=O)CCC(=O)OCC(F)(F)C(F)F)cc1 | 0.2 |
| COC(=O)c1ccccc1NC(=O)Cn1cc2c(n1)CCC(C)C2 (stereo not drawn) | -4.5 |
| Cc1ccc(C(=O)C(C)OC(=O)c2ccc(Cl)nc2)cc1 (stereo not drawn) | -7.5 |

Compound activity deposited in PubChem by several laboratories.
